Screens from PubChem BioAssay.
STK33 inh – inhibitors of human STK33 kinase. Q9BYT3. ADP-Glo luminescence, MBP substrate. inhibition, % at 12.5 µM. 27,000 compounds, 0.44% hits; in the data active = inhibition above about 20%; inconclusive = no clear call, values can overlap the other calls
Target sequence (Q9BYT3 whole entry, looked up): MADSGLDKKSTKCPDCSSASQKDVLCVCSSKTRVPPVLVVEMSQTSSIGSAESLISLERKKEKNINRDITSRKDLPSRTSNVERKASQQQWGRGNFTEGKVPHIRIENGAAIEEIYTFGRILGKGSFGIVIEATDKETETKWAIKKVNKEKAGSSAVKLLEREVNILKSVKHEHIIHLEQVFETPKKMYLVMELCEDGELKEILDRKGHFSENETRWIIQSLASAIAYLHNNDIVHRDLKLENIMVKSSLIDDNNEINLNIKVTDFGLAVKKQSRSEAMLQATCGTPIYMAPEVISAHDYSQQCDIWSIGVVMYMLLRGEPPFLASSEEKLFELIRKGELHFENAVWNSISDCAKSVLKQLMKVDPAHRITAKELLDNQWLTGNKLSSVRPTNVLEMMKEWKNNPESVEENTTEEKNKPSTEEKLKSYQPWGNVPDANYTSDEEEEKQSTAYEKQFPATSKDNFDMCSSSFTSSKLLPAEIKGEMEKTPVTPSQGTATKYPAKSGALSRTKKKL
mut p53 react – mutant p53 pathway reactivation. activation, % at 9.98 µM. AID 624151. SW480 PUMA-promoter luciferase. 28,000 compounds, 1.5% hits; in the data active = activation above about 52%; inconclusive = no clear call, values can overlap the other calls
Active calls of the source: *; ? = inconclusive; / = not tested or not shown. Not all compounds are listed; rates above refer to the full screens.

Screens in order: STK33 inh, mut p53 react
CCCNC(=O)C[C@H]1C[C@H]2c3cc(NS(=O)(=O)c4ccc(OC)cc4)ccc3O[C@H]2[C@H](CO)O1
  /, 5
COc1ccc(-c2ccc3c(c2)O[C@@H](CN(C)C(=O)c2ccccc2F)[C@H](C)CN([C@H](C)CO)S3(=O)=O)cc1
  /, -2
N#CC1=C(N)N(c2ccccc2)NC1(C(F)(F)F)C(F)(F)F
  /, -6
C[C@H](NC(=O)/C(C#N)=C/c1ccc(O)c(O)c1)c1ccccc1
  /, 5
OCCN(Cc1ccccc1)c1ncnc2c1sc1nc(N3CCOCC3)c3c(c12)CCCC3
  -2, -15
COc1ccccc1-c1cnc2c(c1)C(=O)N([C@H](C)CO)C[C@@H](C)[C@H](CN(C)Cc1cccc(F)c1)O2
  /, -5
CC(C)NC(=O)Nc1ccc2c(c1)C(=O)N([C@@H](C)CO)C[C@H](C)[C@@H](CN(C)S(=O)(=O)c1cn(C)cn1)OCCCC[C@H](C)O2
  /, 0
C[C@H](CO)N1C[C@H](C)[C@@H](CN(C)CC2CCCCC2)Oc2ccc(NC(=O)CCCN(C)C)cc2CC1=O
  /, 4
C[C@@H]1CCCCO[C@@H](CN(C)C)[C@H](C)CN([C@@H](C)CO)C(=O)c2cc(NC(=O)Nc3cccc4ccccc34)ccc2O1
  /, -7
COC(=O)Cc1c(C)nc2nc(-c3ccccc3)[nH]n2c1=O
  -2, -4
COc1ccc(C(=O)NCC(=O)Nc2ccc(F)cc2)cc1OC
  0, 2
CC(C)NC(=O)N(C)C[C@@H]1OCCCC[C@H](C)Oc2ccc(NC(=O)CCC(F)(F)F)cc2C(=O)N([C@@H](C)CO)C[C@@H]1C
  /, 0
Cc1cc(S(=O)(=O)NCCC(=O)O)ccc1F
  1, 2
CCCN(C)C[C@@H]1OCc2cnnn2CCCC(=O)N([C@H](C)CO)C[C@H]1C
  1, /
CC(C)NC(=O)Nc1ccc2c(c1)C(=O)N([C@@H](C)CO)C[C@@H](C)[C@H](CN(C)Cc1ccc(Cl)c(Cl)c1)O2
  0, /

Reprinted from the part before: two compounds; new compounds follow.
Screens in order: STK33 inh, mut p53 react
CCCN(C)C[C@@H]1OCc2cnnn2CCCC(=O)N([C@H](C)CO)C[C@H]1C
  1, /
CC(C)NC(=O)Nc1ccc2c(c1)C(=O)N([C@@H](C)CO)C[C@@H](C)[C@H](CN(C)Cc1ccc(Cl)c(Cl)c1)O2
  0, /
CS(=O)(=O)N(CC(=O)Nc1cc(Cl)cc(Cl)c1)c1ccc(Cl)cc1
  -1, -8
O=C(CCc1ccc(O)cc1)CC(CCc1ccc(O)cc1)O[C@@H]1O[C@H](CO)[C@@H](O)[C@H](O)[C@H]1O (some centres not stated)
  0, /
C[C@H](CO)N1C[C@H](C)[C@H](CN(C)C(=O)NC2CCCCC2)Oc2ccc(NS(C)(=O)=O)cc2C1=O
  -1, 0
C[C@H]1CN([C@@H](C)CO)C(=O)c2cc(C#CC3(O)CCCC3)cnc2O[C@H]1CN(C)C(=O)Cc1ccccc1
  /, -3
C[C@H](CO)N1C[C@H](C)[C@@H](CN(C)C(=O)Nc2ccc(F)cc2)Oc2c(NC(=O)c3cnccn3)cccc2C1=O
  /, 7
O=C(O)C1CCCN1C(=O)c1cncc(Br)c1 (configuration not stated)
  2, -64
CC(C)NC(=O)N(C)C[C@@H]1OCCCC[C@@H](C)Oc2ccc(N(C)C)cc2C(=O)N([C@@H](C)CO)C[C@H]1C
  /, -2
C[C@H]1CN([C@@H](C)CO)C(=O)CCCn2cc(nn2)CO[C@H]1CN(C)S(=O)(=O)c1cccs1
  ?, 4
C[C@@H]1CN([C@@H](C)CO)C(=O)c2cc(N(C)C)ccc2O[C@H]1CN(C)S(=O)(=O)c1ccc(F)cc1
  /, 10
C[C@H]1CN([C@@H](C)CO)C(=O)c2cc(NS(=O)(=O)c3cn(C)cn3)ccc2O[C@H]1CN(C)Cc1ccc(Oc2ccccc2)cc1
  1, /
COc1ccc(S(=O)(=O)N(C)C[C@H]2OCc3ccccc3-c3c(n(C)c4ccccc34)C(=O)N([C@@H](C)CO)C[C@H]2C)cc1
  /, -23
C[C@@H]1CCCCO[C@@H](CN(C)CC2CC2)[C@@H](C)CN([C@H](C)CO)C(=O)c2cc(NC(=O)Cc3ccccc3)ccc2O1
  0, /
CC(C)CC#Cc1ccc2c(c1)O[C@H](CN(C)S(=O)(=O)c1ccc(F)cc1)[C@H](C)CN([C@H](C)CO)S2(=O)=O
  /, -30
COC(=O)c1cnn(-c2ccccc2)c1C=Nc1ccc(C)cc1
  /, -1
O=C(COc1ccccc1[N+](=O)[O-])Nc1ccc2oc(-c3cc(Br)ccc3Cl)nc2c1
  4, -3
c1cc2c(cc1C1CCCCC1)c1c3n2CCNC3CCC1 (configuration not stated)
  /, -35
C[C@@H]1CN([C@H](C)CO)C(=O)c2cccc(NS(=O)(=O)c3cn(C)cn3)c2O[C@@H]1CN(C)CC1CC1
  /, 2
CCCNC(=O)N(C)C[C@H]1Oc2cc(-c3cccnc3)ccc2S(=O)(=O)N([C@@H](C)CO)C[C@H]1C
  /, -1
Cc1cc(C(F)(F)F)nc(SCC(=O)Nc2cc(C(F)(F)F)ccc2Cl)n1
  1, 9
COc1ccc(NC(=O)Nc2ccc3c(c2)C(=O)N([C@@H](C)CO)C[C@@H](C)[C@@H](CN(C)C(=O)NC2CCCCC2)O3)cc1
  0, /
O=C(NCc1cccnc1)c1cc(-c2cccc(Cl)c2)nc2ccccc12
  0, -1
COc1ccc(NC(=O)N(C)C[C@@H]2Oc3ccc(NC(=O)Cn4cnnn4)cc3CC(=O)N([C@H](C)CO)C[C@H]2C)cc1
  1, /
Cc1noc(C)c1S(=O)(=O)Nc1cccc2c1O[C@@H](CN(C)Cc1ccc3c(c1)OCO3)[C@@H](C)CN([C@H](C)CO)C2=O
  /, 5
CC(C)NC(=O)N(C)C[C@H]1OCCCC[C@@H](C)Oc2ccc(NC(=O)Nc3ccc(C(F)(F)F)cc3)cc2C(=O)N([C@H](C)CO)C[C@@H]1C
  -4, -35
O=C1CCC(C(=O)Nc2cc(F)cc(F)c2)=NN1
  /, 0
C[C@@H]1CCCCO[C@H](CN(C)S(=O)(=O)c2cn(C)cn2)[C@@H](C)CN([C@H](C)CO)C(=O)c2cc(NC(=O)NC3CCCCC3)ccc2O1
  0, /
C[C@@H]1CN([C@@H](C)CO)C(=O)Cc2cc(NC(=O)Cc3ccccc3)ccc2O[C@@H]1CN(C)S(=O)(=O)c1cn(C)cn1
  -2, -9
C[C@@H]1CN([C@@H](C)CO)C(=O)Cc2cc(NS(=O)(=O)c3cccs3)ccc2O[C@@H]1CN(C)Cc1ccccc1
  -2, 10
CCCNC(C)C(=O)Nc1ccccc1C (configuration not stated)
  -8, /
CC(C)C#Cc1ccc2c(c1)O[C@H](CN(C)C(=O)CN(C)C)[C@@H](C)CN([C@@H](C)CO)S2(=O)=O
  /, -9

Full records, looked up by structure. Order of values: STK33 inh, mut p53 react
`C[C@@H]1CN([C@@H](C)CO)C(=O)Cc2cc(NS(=O)(=O)c3cccs3)ccc2O[C@@H]1CN(C)Cc1ccccc1` is listed as -2, 10
`CC(C)NC(=O)N(C)C[C@H]1OCCCC[C@@H](C)Oc2ccc(NC(=O)Nc3ccc(C(F)(F)F)cc3)cc2C(=O)N([C@H](C)CO)C[C@@H]1C` is listed as -4, -35
`C[C@@H]1CCCCO[C@H](CN(C)S(=O)(=O)c2cn(C)cn2)[C@@H](C)CN([C@H](C)CO)C(=O)c2cc(NC(=O)NC3CCCCC3)ccc2O1` is listed as 0, /
`C[C@@H]1CN([C@H](C)CO)C(=O)c2cccc(NS(=O)(=O)c3cn(C)cn3)c2O[C@@H]1CN(C)CC1CC1` is listed as /, 2
`CCCNC(C)C(=O)Nc1ccccc1C` (configuration not stated) is listed as -8, /

(next part)
Screens in order: STK33 inh, mut p53 react
C[C@H](CO)N1C[C@H](C)[C@H](CN(C)CC2CCCCC2)Oc2ccc(NC(=O)Cc3cn(C)c4ccccc34)cc2CC1=O
  -6, /
O=C(CSc1nnnn1-c1ccccc1)Nc1cccc(I)c1
  -5, -12
C[C@H](CO)N1C[C@H](C)[C@H](CN(C)S(=O)(=O)c2ccc(F)cc2)Oc2ccc(NC(=O)Cc3cn(C)c4ccccc34)cc2CC1=O
  3, /
CCOc1ccc(NC(=O)Cn2c(=O)n(-c3ccc(Cl)cc3)c(=O)c3c4c(sc32)CCC4)cc1
  0, -6
C[C@@H]1CN([C@@H](C)CO)S(=O)(=O)c2ccc(C#CC3CC3)cc2O[C@@H]1CN(C)C(=O)c1ccccn1
  /, 11
O=C1c2ccccc2C(=O)N1CCCc1nc(-c2cccnc2)no1
  1, -6
COc1cc2c(cc1O)C(=O)CC1C(C)(C)C(=O)CCC21C (configuration not stated)
  2, 4
C[C@H](CO)N1C[C@H](C)[C@@H](CN(C)C)Oc2ccc(NC(=O)CCCN(C)C)cc2CC1=O
  /, 2
O=C(O)CCc1ccc(-c2cccs2)n1Cc1ccco1
  -2, -17
Cc1ccc(Cn2ncc3c(N4CCN(CCOc5ccc(C)cc5)CC4)ncnc32)cc1
  -1, -14
C[C@@H]1CCCCO[C@H](CN(C)C(=O)Nc2ccc(F)cc2)[C@@H](C)CN([C@@H](C)CO)C(=O)c2cc(NS(C)(=O)=O)ccc2O1
  /, 0
C[C@@H]1CN([C@H](C)CO)C(=O)CCCn2cc(nn2)CO[C@H]1CN(C)Cc1ccc2c(c1)OCCN2C
  3, 2
Cn1c(SCC(=O)c2ccc([N+](=O)[O-])cc2)nnc1-c1cc2ccccc2cc1O
  2, -5
C[C@H](CO)N1C[C@H](C)[C@H](CN(C)Cc2ccccc2)Oc2ccc(NS(=O)(=O)c3ccc(F)cc3)cc2C1=O
  1, /
C[C@H](CO)N1C[C@H](C)[C@@H](CN(C)C(=O)NC2CCCCC2)Oc2c(NC(=O)c3nc4ccccc4s3)cccc2C1=O
  /, 1
CCCc1ccc(-c2cc(C(=O)NCc3cnn(C)c3)c3ccccc3n2)cc1
  -1, 106*
C[C@H]1CN([C@@H](C)CO)C(=O)Cc2cc(N(C)C)ccc2O[C@@H]1CN(C)Cc1ccc(Oc2ccccc2)cc1
  -1, /
Cc1ccc(-c2nn(C)c(=O)c3ccccc23)cc1S(=O)(=O)NCCN1CCOCC1
  -2, -5
CC(NS(=O)(=O)c1ccc(Br)cc1)C(=O)Nc1cccc(C(F)(F)F)c1 (configuration not stated)
  -5, -11
C[C@@H]1CCCCO[C@@H](CN(C)C(=O)c2ccccc2)[C@H](C)CN([C@@H](C)CO)C(=O)c2cc(NS(=O)(=O)c3ccccc3)ccc2O1
  /, -7
Cc1ccc(C(=O)O)cc1S(=O)(=O)N(C)CCO
  0, -9
C[C@H](CO)N1C[C@H](C)[C@@H](CN(C)S(=O)(=O)c2cn(C)cn2)Oc2ccc(N(C)C)cc2CC1=O
  /, -8
C[C@H]1CN([C@@H](C)CO)C(=O)c2cccc(NC(=O)Nc3cccc4ccccc34)c2O[C@H]1CN(C)S(=O)(=O)c1cn(C)cn1
  /, -4
CCn1c(SCC(=O)O)nnc1-c1c[nH]c2ccccc12
  -3, 3
Cc1ccc2nsnc2c1NC(=O)COc1ccc(Br)cc1
  2, -1
CCOC(=O)c1cnc2nc(NCc3ccc(OC)c(OC)c3)[nH]n2c1=O
  4, -5
O=C1C(=O)N(CCCn2ccnc2)C(c2cccs2)C1C(=O)c1cc2ccccc2o1 (configuration not stated)
  1, 5
CNC[C@H]1Oc2ccc(NC(=O)Nc3c(C)noc3C)cc2C(=O)N([C@H](C)CO)C[C@@H]1C
  /, 10
C[C@H]1CN([C@@H](C)CO)C(=O)Cc2cc(NS(=O)(=O)c3cn(C)cn3)ccc2O[C@@H]1CN(C)Cc1ccncc1
  5, /
O=C(NCc1ccco1)c1cccc(NC(=O)c2ccc(Br)cc2)c1
  0, 11
CCCOc1ccc(/C(=N\O)C(C)(C)NO)cc1
  /, 5
C[C@@H]1CN([C@@H](C)CO)C(=O)CCCn2nncc2CO[C@H]1CN(C)C(=O)Nc1cccc(Oc2ccccn2)c1
  -1, /
C[C@H]1CN([C@@H](C)CO)C(=O)CCCn2cc(nn2)CO[C@H]1CN(C)C(=O)c1ccc(N2CCN(C)CC2)cc1
  0, -6
C[C@@H]1CCCCO[C@H](CN(C)C(=O)Cc2ccccc2)[C@H](C)CN([C@H](C)CO)C(=O)c2cc(NS(C)(=O)=O)ccc2O1
  /, 0
Cc1ccc(-c2nn(-c3ccc(C)cc3)c3c2cnc2c(F)cccc23)cc1
  /, -6
C[C@@H]1CN([C@@H](C)CO)C(=O)c2cc(NC(=O)Nc3ccc(F)cc3)ccc2O[C@@H]1CN(C)Cc1ccc(Oc2ccccc2)cc1
  7, /
C[C@H](CO)N1C[C@H](C)[C@H](CN(C)C(=O)c2ccc(N3CCN(C)CC3)cc2)OCc2cnnn2CCCC1=O
  -2, /
C[C@@H]1CN([C@@H](C)CO)C(=O)c2cc(-c3ccccc3)cnc2O[C@H]1CN(C)C(=O)Nc1ccc2c(c1)OCO2
  /, -2
C[C@H]1CN([C@@H](C)CO)C(=O)c2cc(NS(C)(=O)=O)ccc2O[C@@H]1CN(C)C(=O)Nc1ccc(F)cc1
  /, 5
COCCOC(=O)N1C(=O)[C@@]2(c3ccccc31)[C@H](c1ccccc1OCCO)N1[C@H](c3ccccc3)[C@H](c3ccccc3)OC(=O)[C@H]1[C@@H]2C(=O)N1CCN(c2ncccn2)CC1
  8, /
C[C@H]1CN([C@@H](C)CO)C(=O)c2cc(NS(=O)(=O)c3cn(C)cn3)ccc2O[C@@H]1CN(C)S(=O)(=O)c1ccccc1
  -7, /
COc1cccc2cc(C(=O)Nc3sc4c(c3C(N)=O)CCCCC4)c(=O)oc12
  -1, -18
Cc1ccc([N+](=O)[O-])c(OCCCCn2cncn2)c1
  1, -5
CC(C)NC(=O)N(C)C[C@@H]1Oc2c(NC(=O)C3CCOCC3)cccc2C(=O)N([C@H](C)CO)C[C@H]1C
  /, -3
COc1cc(OC)c(NC(=O)CSc2nnnn2-c2ccccc2)cc1Cl
  0, -3
